Screening results from PubChem BioAssay.
CHO parental Ca: counter-screen for OX1R antagonists: effect in parental CHO cells; actives 0.63% (n = 330,000); AID 463079; inhibition, % at 5.6 µM; parental CHO-K1, ATP-induced calcium, Fluo-8 fluorescence;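 active = inhibition above that plate's mean sample inhibition plus 3 SD, cut at about 26% in these data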;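 also: 0% = ATP-challenged DMSO wells and 100% = DMSO wells without ATP; some compounds past the cut are filed as inactive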
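Test system: untransfected parental CHO cell line. Compound: one dose, 5.6 µM nominal. Detection: intracellular calcium via Fluo-8 no-wash fluorescent dye. Measure: % inhibition. Benchmarks: ATP-challenged DMSO wells low, unchallenged DMSO wells high.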
M1 antag: antagonists of human M1 muscarinic receptor; P11229; AID 588852; inhibition, % at 3 µM; actives 1.3% (n = 360,000); CHO-K1 hM1, Fluo-8 calcium fluorescence, ACh EC80 antagonist;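 active = percent inhibition above its own plate's cutoff, namely the mean of that plate's compound wells plus 3 SD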;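 also: peak over basal fluorescence ratio during 140 s after agonist addition; 0% = ACh EC80 plus DMSO and 100% = DMSO alone without agonist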
Target sequence (P11229 whole entry, looked up): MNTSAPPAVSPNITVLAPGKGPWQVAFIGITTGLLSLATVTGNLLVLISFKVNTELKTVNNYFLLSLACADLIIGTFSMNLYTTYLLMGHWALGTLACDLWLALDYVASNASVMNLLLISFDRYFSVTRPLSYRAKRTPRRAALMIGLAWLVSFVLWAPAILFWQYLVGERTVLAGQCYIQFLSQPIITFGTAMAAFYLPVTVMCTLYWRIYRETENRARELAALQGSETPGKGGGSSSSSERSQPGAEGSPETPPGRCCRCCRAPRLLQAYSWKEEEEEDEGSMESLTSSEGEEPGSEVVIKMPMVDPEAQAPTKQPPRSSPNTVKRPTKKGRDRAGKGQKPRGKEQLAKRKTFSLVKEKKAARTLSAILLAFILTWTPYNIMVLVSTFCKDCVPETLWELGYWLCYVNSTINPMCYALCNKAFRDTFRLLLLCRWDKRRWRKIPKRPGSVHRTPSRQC
CHO-K1 Ca antag: nonselective inhibitor or artifact in parental CHO-K1 cells; ATP-induced calcium, Fluo-8 fluorescence; inhibition, % at 3 µM; actives 0.6% (n = 360,000); AID 602250;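 active = inhibition above a per-plate cutoff, the plate's mean sample inhibition plus 3 SD, cut at about 24% in these data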;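 also: 0% = DMSO plus EC80 ATP and 100% = DMSO alone without ATP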
TAAR1 antagonist: antagonists of human TAAR1. Q96RJ0. CHO RD-HGA16 TAAR1, Fluo-8 calcium fluorescence, antagonist. inhibition, % at 3 µM. actives 1.5% (n = 360,000);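 active = inhibition above a per-plate cutoff, the mean inhibition of test compounds on that plate plus 3 SD, cut at about 49% in these data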;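 also: 0% = DMSO plus EC80 beta-PEA response and 100% = DMSO alone without agonist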
Target sequence (Q96RJ0 whole entry, looked up): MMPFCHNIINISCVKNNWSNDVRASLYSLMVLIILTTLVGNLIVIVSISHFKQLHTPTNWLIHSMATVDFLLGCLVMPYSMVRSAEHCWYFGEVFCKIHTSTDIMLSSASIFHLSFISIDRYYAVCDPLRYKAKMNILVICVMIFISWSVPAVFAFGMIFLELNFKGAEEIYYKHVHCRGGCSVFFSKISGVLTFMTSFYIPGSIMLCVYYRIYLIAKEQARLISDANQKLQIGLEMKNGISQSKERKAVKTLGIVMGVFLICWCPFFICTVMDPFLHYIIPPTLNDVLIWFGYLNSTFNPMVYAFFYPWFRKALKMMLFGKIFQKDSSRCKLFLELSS
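System: CHO RD-HGA16 cells bearing hTAAR1. Reagent: EC80 β-phenethylamine stimulus. Schedule: seeding 17-24 h prior, 75-min 37 °C, 30-min RT dye loading. Signal: Fluo-8 intracellular calcium dye fluorescence, real-time kinetic reads. Read-out: % inhibition from peak post-agonist over basal fluorescence ratio. Benchmarks: vehicle wells and EC80 agonist wells. Replicates: n of 1.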
TAAR1 agonist: agonists of human TAAR1; Q96RJ0; CHO RD-HGA16 TAAR1, Fluo-8 calcium fluorescence; vehicle wells 0%, saturating PEA agonist 100%; activation, % at 3 µM; actives 0.99% (n = 360,000);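 active = activation above the mean activation of all test compounds in the run plus 3 SD, cut at about 38% in these data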
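System: CHO-derived RD-HGA16 cells with stable Gα16 and human TAAR1 / Times: 17-24 h plating, Fluo-8 75 min 37 °C, 30 min RT / Technique: calcium-sensitive Fluo-8 signal, excitation 470-495, emission 515-575 nm / Measure: % activation relative to PEA EC100 response / Benchmarks: DMSO and PEA EC100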
M1 ag parental: counter-screen for M1 agonists: effect in parental CHO-K1 cells; Fluo-8 calcium fluorescence; scaled to maximal ATP response, vehicle zero; activation, % at 3 µM; actives 0.48% (n = 360,000); AID 602248; in the data active = activation above about 15%;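 also: untransfected CHO-K1 host cells lacking M1 receptor as counterscreen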
CHRM1 agonist: agonists of human M1 muscarinic receptor | P11229 | CHO-K1 hM1, Fluo-8 calcium fluorescence, agonist mode; 0% DMSO, 100% acetylcholine EC100 | activation, % at 3 µM | actives 0.33% (n = 360,000);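 active = activation above the run's mean compound activation plus 3 SD, cut at about 16% in these data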;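 also: peak over basal fluorescence ratio within a 140 s kinetic read after compound addition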
M1 PAM: positive allosteric modulators of human M1 muscarinic receptor; P11229; CHO-K1 hM1, Fluo-8 calcium fluorescence, ACh EC20; 0% = ACh EC20, 100% = maximal ACh; activation, % at 3 µM; actives 0.088% (n = 360,000); in the data active = activation above about 19%, passing the limit was not always enough
CHO-K1 Ca PAM: counter-screen for M1 PAMs: effect in parental CHO-K1 cells; ATP EC20, Fluo-8 calcium fluorescence; 0% at ATP EC20, 100% at ATP max; activation, % at 3 µM; actives 0.02% (n = 360,000); AID 602247;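 active = activation above the run cutoff, the mean activation of all test compounds plus 3 SD, cut at about 40% in these data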;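 also: peak over basal fluorescence ratio in a 140 s read after ATP addition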
* hit, by the source's call; nt = not tested or not shown; & = joins results of further samples.

SMILES	CHO parental Ca	M1 antag	CHO-K1 Ca antag	TAAR1 antagonist	TAAR1 agonist	M1 ag parental	CHRM1 agonist	M1 PAM	CHO-K1 Ca PAM
COc1cccc(NC(=O)CN(c2cccc(C(F)(F)F)c2)S(C)(=O)=O)c1	-17	-3	-5	-17	2	0.9	-1	5	12
O=C(NCCc1ccc(Cl)cc1)C1CCC(CNc2c(N3CCCCC3)c(=O)c2=O)CC1 (stereo not given)	-16	5	-8	-23	0	-0.6	-5	1	30
Cc1ccc(SCCNC(=S)Nc2cc(C)cc(C)c2)cc1	-13	21	-5	65*	11	4.5	-3	-19	15
COc1cccc(OCc2cc(C(=O)NCc3ccc4c(c3)OCO4)no2)c1	-12	-21	-13	-20	2	5.2	2	16	25
Cc1sc(NC(=O)C2=COCCO2)nc1-c1ccc(Cl)cc1	-2	-5	5	-27	-2	-0.7	-3	3	-23
O=C1C2CCCCN2C(=O)N1CCCCN1CCN(c2cccc(C(F)(F)F)c2)CC1 (stereo not given)	nt	7	-2	-22	4	1.7	0	-3	14
Cc1ccc(S(=O)(=O)N2CCOCC2)cc1NC(=O)C(c1ccc(Cl)cc1)C(C)C (stereo not given)	-3	-14	-5	-1	3	1.2	1	11	21
O=C(Nc1cccc(Br)c1)c1ccc(CSc2ccccc2)cc1	-12	4	-9	25	2	-0.1	-5	-4	7
CCc1noc(C)c1C(=O)N(CC)CC(=O)NCc1ccc(F)cc1	nt	-17	-6	-7	2	1.0	-3	13	11
CC(=O)NC(c1ccccc1)c1nc(-c2cccc(C#N)c2)cs1 (stereo not given)	nt	-10	-7	-2	3	0.4	0	3	12

As entered above.
Entry of `Cc1ccc(SCCNC(=S)Nc2cc(C)cc(C)c2)cc1` in M1 antag: 21
Entry of `O=C(Nc1cccc(Br)c1)c1ccc(CSc2ccccc2)cc1` in TAAR1 antagonist: 25

Continued.
SMILES	CHO parental Ca	M1 antag	CHO-K1 Ca antag	TAAR1 antagonist	TAAR1 agonist	M1 ag parental	CHRM1 agonist	M1 PAM	CHO-K1 Ca PAM
Cc1ccc(CNC(=O)C2CCN(S(=O)(=O)c3ccc4c(c3)CC(C)N4C(=O)C3CCC3)CC2)o1 (stereo not given)	-16	1	-11	-3	3	4.9	-3	-1	11
Cc1cc(C(=O)O)ccc1NCc1cccnc1	-17	-6	-6	-2	0	0.3	-1	6	2
NS(=O)(=O)c1ccc(CCNC(=O)C(=O)NCC2OCCN2S(=O)(=O)c2cccs2)cc1 (stereo not given)	10	-16	-1	-31	5	1.2	-4	10	5
COc1ccc(C2=NNC(c3cccnc3)=Nc3ccccc32)cc1	-29	-9	-15	4	3	0.0	-6	11	23
O=C(c1ccc(Cl)c([N+](=O)[O-])c1)N(Cc1ccccc1)C1CCS(=O)(=O)C1 (stereo not given)	-23	-7	-5	1	-1	0.2	-4	2	1
Cc1nc2c(C(=O)NCCC(C)C)c[nH]n2c(=O)c1Cc1ccccc1F	-4	-1	2	-16	10	-0.8	-9	2	2
Cc1ccc(S(=O)(=O)N(C)C)cc1NC(=O)COC(=O)CCCOc1ccccc1	-11	5	-8	-6	2	5.3	1	-1	-3
O=C(CCN1C(=O)c2ccccc2C1=O)Nc1ccccn1	2	-3	-20	5	10	0.7	-2	-1	12
Cc1ccc(S(=O)(=O)N2CCN=C2SCc2ccccc2)cc1	-12	3	-3	18	-1	1.6	-9	-1	22
O=C(NCCCO)c1ccc2nc(-c3ccco3)c(-c3ccco3)nc2c1	nt	9	0	23	9	-0.3	1	4	-9
CC(C(=O)NC1CCCC1)N(C(=O)CS(=O)CC(=O)Nc1ccc(F)cc1)c1ccc2c(c1)OCCO2 (stereo not given)	-14	-19	-24	-6	7	0.3	-8	7	11
Cc1cc(Br)cn2c(CC(C)(C)C)c(-c3cccc(Cl)c3)nc12	nt	-21	7	-14	1	-0.2	-3	-3	-7
CCOc1cc(/C=C2\CCCc3c2nc2ccccc2c3C(=O)O)ccc1OC	29	6	-8	15	59*	6.2	10	-2	16
Cc1cnc([N+](=O)[O-])n1CCOC(=O)NC(=O)c1ccccc1Cl	5	-7	-2	-6	3	0.6	-2	12	5
COc1cc(/C=N/NC(=O)c2ccc(N3CCCC3=O)cc2)ccc1O	-13	-1	-10	15	1	0.1	-3	1	-4
CCC(=O)N(Cc1ccccc1)c1ccccn1	-18	-9	-2	1	9	0.5	-5	12	11
CC(=O)Nc1nonc1NC(=O)CSc1nc2ccccc2o1	1	-10	10	3	2	0.5	-4	0	6
Cc1cccc(C(O)C(O)c2cccc(C)n2)n1 (stereo not given)	nt	15	-6	-15	1	0.3	-2	-8	-10
CCC(c1nnnn1C(C)(C)C)N(Cc1ccco1)Cc1cc2cccc(C)c2[nH]c1=O (stereo not given)	-14	1	11	-2	13	-0.2	-3	1	-5
CCOc1ccc(OCc2cccc(C(=O)N3CCOCC3)c2)cc1	-14	-8	-16	-21	10	2.5	-4	5	7
COCCN(C(=O)c1ccc(-c2ccc(Cl)cc2)o1)c1c(N)n(CC(C)C)c(=O)[nH]c1=O	-23	-14	-15	-24	-2	0.5	-3	13	15
O=C(NCc1ccccc1F)C1CCCN1C(=O)Nc1cccc(F)c1 (stereo not given)	-3	-22	2	-14	0	0.2	0	15	9
Cc1nnc(SCC2=C(C(=O)O)N3C(=O)C(NC(=O)COc4ccccc4)C3SC2)s1 (stereo not given)	nt	2	-13	-4	1	0.9	-1	3	0
c1ccc(-c2noc(CN3CCN(c4ccccc4)CC3)n2)cc1	-4	-6	-1	11	1	0.3	-4	1	14
COc1ccc(CC(=O)NNS(=O)(=O)c2ccccc2[N+](=O)[O-])cc1OC	-17	2	0	-19	15	-0.3	-2	-3	-10
COc1cccc(-n2nnnc2SCC(=O)N2CCCc3ccccc32)c1	-13	-7	-15	24	9	5.8	-7	-4	8
Cc1cc(=O)n2nc(N3CCCC3C(=O)NCc3ccccn3)sc2n1 (stereo not given)	-1	3	3	8	5	-0.5	-2	-1	-3
CN(CC(O)CN1CCOCC1)S(=O)(=O)O (stereo not given)	0&-1	-5&6	12&-1	-17&-15	2&6	0.3&-0.1	-2&-3	5&-7	-27&-2
O=C1CCCC/C=C\C[C@H](CC(=O)N(CCO)Cc2ccccc2)C(=O)NC[C@H](c2ccccc2)O1	-6	-15	-9	-5	4	0.2	-4	10	10
Cc1cc(C)cc(OCC(=O)Nc2ccc3c(c2)C(=O)c2ccccc2C3=O)c1	-8	-5	-9	-3	3	0.4	-7	11	12
O=c1cc(-c2ccccc2)c2cc(Cl)ccc2[nH]1	-8	-7	-19	-9	0	2.9	-5	9	-1
Cc1nnc(SCC(=O)NNC(=O)COc2ccc(Cl)cc2)s1	4	0	-7	-7	0	2.3	-5	6	10
O=C(c1cn(CC(=O)N2CCCC2)c2ccccc12)C1CCCCC1	-14	-2	5	9	7	1.0	-3	4	5
CCc1nc2ccc(C(=O)Nc3cccc(OCC(=O)N(C)C)c3)cn2c1N(C=O)Cc1ccc(OC)cc1	nt	-17	-3	-15	6	0.8	-5	8	7
O=S(=O)(c1cccc(NC(=S)N2CCN(c3ccccc3)CC2)c1)C(F)F	-4	-4	-9	6	6	5.3	-6	1	16
O=C(CCC(=O)N1CCCC1)N1CCCC1	-3	-1	4	-4	1	0.5	-2	1	-6
CC1=CCn2c(=O)c3ccccc3c(=O)n2C1	0	-3	-1	-1	-1	1.0	-6	12	13
COc1cc(C(=O)OCC(C)=O)cc(NC(=O)c2ccco2)c1OC	-8	9	2	1	4	0.5	-4	0	-6
CCOC(=O)c1nn(-c2ccc(Cl)cc2)c2nc(CC)c(C#N)c(=O)n12	-16	-6	-9	-11	1	0.3	-2	8	6
Cc1ccc2c(c1)C(C)(C)[C@]1(C)NC(=O)CCN21	-12	-13	6	-24	11	0.1	-2	12	-5
O=C1CC(N2CCN(Cc3ccc4c(c3)OCO4)CC2)C(=O)N1c1cccc2ccccc12 (stereo not given)	2	-4	-15	5	1	0.1	-3	6	20
CNC(=O)CSc1nnc(NC(=O)C2CC(=O)N(c3ccccc3OC)C2)s1 (stereo not given)	-5	-3	-13	-9	0	0.2	-1	3	0
Cc1cccn2c(=S)[nH]nc12	nt	10	26*	-1	0	0.3	0	-4	-13
CCC(=O)N1CCN(c2ccc(NC(=O)c3ccco3)cc2)CC1	-10	2	-9	-2	13	0.2	-3	-1	12
O=C(CCN1C(=O)C2CCCCC2C1=O)N1CCN(S(=O)(=O)c2cccc(F)c2)CC1 (stereo not given)	1	-11	11	15	0	10	-3	8	3
O=C(COc1ccc(S(=O)(=O)NCc2ccccc2)cc1Cl)N1CCOCC1	-21	3	-13	5	5	3.8	-3	0	16
CCc1ccccc1NC(=O)c1nnn(CC(=O)Nc2cccc(C)c2)c1N	-6	4	5	13	5	0.9	-2	-1	-5
COc1cccc(OC)c1OCc1cc(C2C3CCCC=C3C(C#N)=C(N)C2(C#N)C#N)c(C)cc1C (stereo not given)	-16	0	4	4	4	0.3	-3	3	-1
O=C(Nc1ccc2c(c1)OCCO2)C1c2ccccc2OCC(=O)N1Cc1ccccn1 (stereo not given)	nt	nt	-13	2	3	0.4	nt	nt	1
CCS(=O)(=O)c1ccc(O)c(NC(=O)Nc2ccccc2)c1	-7	0	-13	3	6	0.2	-2	3	0

(further entries)
SMILES	CHO parental Ca	M1 antag	CHO-K1 Ca antag	TAAR1 antagonist	TAAR1 agonist	M1 ag parental	CHRM1 agonist	M1 PAM	CHO-K1 Ca PAM
COc1cc(C2NC(=O)C(C#N)=C(S)N2c2ccc(C)cc2)ccc1OC(C)C (stereo not given)	-10	6	8	-1	12	-0.4	-3	4	-5
COc1ccc(-c2noc(C3CCCN(S(=O)(=O)c4cccc(Cl)c4)C3)n2)cc1OC (stereo not given)	-10	-9	2	nt	nt	0.9	0	6	4
Cc1ccc(N(CC(=O)N2CCOCC2)S(=O)(=O)c2ccccc2)cc1	-18	-9	-8	3	0	0.6	1	13	21
Cc1nc2scc(C)n2c(=O)c1S(=O)(=O)NCC1CCN(Cc2ccc(F)cc2)CC1	-24	-4	-18	-8	-2	-0.1	-6	-1	9
Cc1nnc(SCC(=O)NC2CCCCC2C)s1 (stereo not given)	-4	1	5	-21	5	-0.1	-6	0	8
O=C(NCc1ccccc1)C1=C[C@@H](c2ccccc2)C[C@@H](OCc2ccc(CO)cc2)O1	-14	1	-13	22	3	0.3	-6	1	9
CCC(C(=O)NCCc1ccco1)n1nc(C)c2c(C)n(-c3ccccc3)nc2c1=O (stereo not given)	-30	-9	-8	-35	5	-0.1	-4	7	0
